PPARg SRC-2 ag: agonists of PPARg-SRC-2 recruitment, primary screen, biochemical, HTS | PPARgamma LBD-SRC-2 recruitment | activation, % at 8 µM | 200,000 tested, 0.34% active | Peroxisome proliferator-activated receptor gamma (Homo sapiens), P37231; in the data active = activation above about 22%;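 note: 0% = vehicle and 100% = reference agonist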
Target sequence (P37231 whole entry, looked up, the tested form may be a part): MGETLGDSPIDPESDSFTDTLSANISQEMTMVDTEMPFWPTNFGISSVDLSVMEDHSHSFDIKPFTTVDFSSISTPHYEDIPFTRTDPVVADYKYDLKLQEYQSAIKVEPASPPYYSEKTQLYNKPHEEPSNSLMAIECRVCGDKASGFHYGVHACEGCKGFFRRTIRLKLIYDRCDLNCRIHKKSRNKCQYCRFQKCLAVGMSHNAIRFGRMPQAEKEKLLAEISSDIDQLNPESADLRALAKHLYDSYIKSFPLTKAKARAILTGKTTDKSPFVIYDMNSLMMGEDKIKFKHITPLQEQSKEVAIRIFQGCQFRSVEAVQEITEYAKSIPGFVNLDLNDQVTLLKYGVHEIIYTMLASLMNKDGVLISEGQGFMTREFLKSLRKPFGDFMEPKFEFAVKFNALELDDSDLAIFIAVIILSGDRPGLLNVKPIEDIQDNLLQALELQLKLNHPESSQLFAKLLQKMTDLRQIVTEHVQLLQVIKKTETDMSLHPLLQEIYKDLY
ROMK primary: ROMK potassium channel modulators, primary screen, cell-based, thallium flux, MLSMR library | 130,000 tested, 2% active | B-score at 10 µM | Tet-inducible ROMK, thallium flux fluorescence; actives lie on both sides | AID 1918, 2009;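 active = signal ratio slope over the read window, or its plate-corrected B-score, at least 3 SD from the plate mean, either direction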;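 note: B-score of the F/F0 ratio slope over 7 to 12 s after thallium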
PPARg SRC3 recr: PPARgamma agonists recruiting SRC-3 coactivator, primary screen, biochemical | Peroxisome proliferator-activated receptor gamma (Homo sapiens), P37231 | biochemical PPARgamma/SRC-3 coactivator recruitment assay | activation, % at 8 µM | 200,000 tested, 0.26% active | AID 731, 2007; in the data active = activation above about 23%;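 note: 0% = DMSO and 100% = reference agonist; some compounds past the cut are filed as inactive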
RAM inhibit: inhibitors of the yeast RAM network, primary screen, dse1pr::URA3 reporter, 5-FOA selection; S. cerevisiae dse1pr::URA3 reporter, 5-FOA growth OD615, 2 d; analog-sensitive cbk1-as2 kinase mutant strain; inhibition, % at 50 µM; 190,000 tested, 1.8% active;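 active = inhibition above a set limit, 3 SD over mean compound inhibition, cut at about 8.4% in these data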;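 note: 0% = DMSO-only wells with no growth and 100% = 10 µM 1-NA-PP1 full growth; inhibition rescues growth on 5-FOA so higher OD means more RAM inhibition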
DTT redox prof: compounds producing H2O2 with reducing agent – biochemical, NIH compound library profiling, artefact control for MLSCN library redox annotation, primary screen; 200,000 tested, 0.03% active; activation, % at 10 µM; DTT-dependent redox cycling H2O2, phenol red/HRP absorbance; 100% = 100 µM peroxide control, 0% = buffer;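 active = activation of at least 50% relative to the plate's high and low controls in the primary single-dose screen; inactive = activation below 50%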;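 note: compound incubated with DTT at 0.8 mM final as the reducing agent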
PPARg SRC-1 ag: PPARgamma agonists recruiting SRC-1 coactivator, primary screen, biochemical; Peroxisome proliferator-activated receptor gamma (Homo sapiens), P37231; 200,000 tested, 0.41% active; PPARgamma-SRC-1 coactivator recruitment biochemical assay; activation, % at 8 µM; AID 631, 2007; in the data active = activation above about 19%;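 note: 0% = DMSO and 100% = reference agonist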
Lmaj promast: Leishmania major promastigote growth inhibition, primary screen. Leishmania major promastigotes, resazurin fluorescence viability. inhibition, % at 10 µM. 200,000 tested, 9% active; in the data active = inhibition above about 50%;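 note: promastigotes grown with compound for 44 hours at 28 °C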
bIAP inh: bovine intestinal alkaline phosphatase inhibitors, primary screen, selectivity assay for TNAP inhibitor project, biochemical, bovine IAP, CDP-star luminescence; purified bovine IAP, 30 min; inhibition, % at 20 µM; 190,000 tested, under 10 active; AID 1019, 2008;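 active = over 50% inhibition of intestinal alkaline phosphatase at 20 µM in the single-dose screen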
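Assay system: bovine IAP enzyme; medium: DEA buffer 100 mM, pH 9.8, with MgCl2 1.0 mM, ZnCl2 0.02 mM; doses: 20 µM single dose; incubation: enzyme reaction for 30 min at room temperature; detection: CDP-star luminescence signal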
TR-FRET SRC-2 ct: TR-FRET signal artefacts, primary screen, artefact control for PPARgamma SRC-2 agonist project, biochemical. TR-FRET ratio at 8 µM. AID 1049, 2008. TR-FRET artefact counter-screen; stronger effect = higher value. 200,000 tested, 0.4% active; in the data active = TR-FRET ratio above about 2000; note: inactives centre near 1500
S1P3 antag: S1P3 receptor antagonists, primary screen, cell-based | inhibition, % at 4.98 µM | AID 485, 2006 | CHO S1P3 NFAT-BLA reporter, FRET fluorescence, antagonist mode | Sphingosine 1-phosphate receptor 3 (Homo sapiens), Q99500 | 170,000 tested, 0.27% active;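 active = inhibition above the plate cutoff, the mean inhibition of test wells on that plate plus 3 SD, cut at about 28% in these data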;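 note: cells challenged with S1P at its EC80 of 0.8 µM; blue over green emission ratio from cleaved BLA substrate after 4 h stimulation; 0% = S1P-stimulated wells and 100% = unstimulated DMSO-only wells; some compounds past the cut are filed as inactive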
Target sequence (Q99500 whole entry, looked up): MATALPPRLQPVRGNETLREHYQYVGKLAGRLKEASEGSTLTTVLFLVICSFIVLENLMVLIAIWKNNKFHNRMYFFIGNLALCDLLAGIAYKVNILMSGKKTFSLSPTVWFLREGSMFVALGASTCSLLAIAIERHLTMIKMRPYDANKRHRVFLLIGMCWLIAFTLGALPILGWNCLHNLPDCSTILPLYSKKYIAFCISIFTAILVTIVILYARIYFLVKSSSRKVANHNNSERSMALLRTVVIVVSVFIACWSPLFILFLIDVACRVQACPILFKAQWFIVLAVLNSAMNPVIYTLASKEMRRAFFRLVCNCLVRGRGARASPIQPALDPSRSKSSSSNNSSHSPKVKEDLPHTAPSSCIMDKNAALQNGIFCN
Efa HMGR inh: inhibitors of E. faecalis class II HMGR, primary screen, biochemical, Enterococcus faecalis | AID 1066, 2008 | purified E. faecalis HMGR, NADPH absorbance 340 nm kinetic | 190,000 tested, 0.41% active | inhibition, % at 10 µM;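 active = inhibition above a set limit, the median over all tested compounds plus 3 SD, cut at about 9.5% in these data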;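 note: enzyme runs in reverse so mevalonate oxidation gives rising NADPH absorbance; 0% = complete reaction with DMSO and 100% = background rate lacking mevalonate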
* marks the source's active call; other numbers are inactive results; nt = not tested or not shown.

SMILES	PPARg SRC-2 ag	ROMK primary	PPARg SRC3 recr	RAM inhibit	DTT redox prof	PPARg SRC-1 ag	Lmaj promast	bIAP inh	TR-FRET SRC-2 ct	S1P3 antag	Efa HMGR inh
CCC(C)N(C(=O)Cn1nnc2ccccc21)C(C(=O)Nc1ccc(F)cc1)c1cccc(OC)c1 (stereo not drawn)	-3	nt	-2	4.6	2.4	0	21	-30	1423	nt	-4
FC(F)Oc1ccc(NC(=S)NCc2nc3ccccc3[nH]2)cc1	-7	0.024	5	0.5	-0.2	4	8	-23	1699	-11	-3
CC1(C)CC(=O)C(C=Nc2ccc(C(=O)c3ccccc3)cc2N=CC2=C(O)CC(C)(C)CC2=O)=C(O)C1	7	-0.66	5	-0.5	-2.8	2	7	12	1732	-1	-4
CCCCNC(=O)N1CCN(c2ccccc2OC)CC1	12	-0.64	1	0.4	0.0	3	-2	0	1662	-19	-4
N#Cc1cccc(C(c2nnnn2C2CCCC2)N2CCCCCC2)c1 (stereo not drawn)	4	nt	7	-0.6	0.9	10	18	-6	1821	nt	0
Cc1cccc(NC(=S)NNC(=O)c2ccc(O)cc2O)c1C	4	0.73	4	1.4	-0.3	-1	71*	-32	1572	-6	-3
C/C(=N\NC(=O)C1COc2ccccc2O1)c1ccc(Cl)s1 (stereo not drawn)	13	0.0061	4	3.6	-1.4	5	-6	-23	1636	-1	0
COc1ccccc1C1CC(c2ccc(NS(C)(=O)=O)cc2)=NN1C(=O)c1ccccc1 (stereo not drawn)	-1	nt	0	3.0	-0.3	-6	77*	4	1593	-7	-3
O=C(C1CCN(S(=O)(=O)N2CCCC2)CC1)N1CCCCC1	7	-0.78	2	1.6	-0.1	-2	-4	35	1398	nt	0
CC(C)=C1C2CCC1C1C(=O)N(CCc3ccccc3)C(=O)C21 (stereo not drawn)	4	0.074	3	0.4	-0.3	2	-7	3	1603	-4	0
CCC(C)[C@H](NC(=O)NCc1ccco1)C(=O)O (stereo partly drawn)	3	-0.042	4	-0.1	-0.3	1	-3	4	1565	-3	-2
CCOc1ccccc1NC(=O)/C(C#N)=C/c1c(C)nn(-c2ccc(F)cc2)c1Cl	3	nt	4	3.7	nt	4	73*	2	1599	-11	5
O=C(COC(=O)c1cc(Br)ccc1Cl)NC1CCCC1	8	nt	1	3.7	-0.1	2	-2	10	1435	-18	-2
CCOC(=O)C1CCCN(C(=S)Nc2cccc(Cl)c2)C1 (stereo not drawn)	2	nt	5	3.2	0.5	-4	-6	16	1510	-6	-4
CCN(c1ccccc1)S(=O)(=O)c1cc(C(=O)O)ccc1C	2	nt	5	0.8	1.7	8	-6	16	1579	nt	-1
O=C(CSc1ncnc2c1sc1ccccc12)Nc1ccc(Br)cc1	11	0.88	7	3.6	-0.5	11	60*	14	1789	-14	1
CC(=O)Cc1nsc(NC(=O)c2ccc(-c3ccc(Cl)c(Cl)c3)o2)n1	8	0.16	-1	4.7	0.0	6	2	3	1634	-7	1
O=C(CSc1ccc(-c2cccs2)nn1)N1CCCCC1	8	nt	2	0.9	0.4	3	-7	15	1637	9	-6
S=C(NCc1cccs1)Nc1cccc(Cl)c1Cl	-5	nt	-6	1.1	0.3	4	10	0	1458	-7	2
C/C=C/c1ccc(OCCCCOc2ccc(OC)cc2)c(OC)c1	3	nt	3	10*	-0.2	0	35	29	1601	3	-3

Exported as a markdown table: part of the list above.
| SMILES | PPARg SRC-2 ag | ROMK primary | PPARg SRC3 recr | RAM inhibit | DTT redox prof | PPARg SRC-1 ag | Lmaj promast | bIAP inh | TR-FRET SRC-2 ct | S1P3 antag | Efa HMGR inh |
| --- | --- | --- | --- | --- | --- | --- | --- | --- | --- | --- | --- |
| CC(=O)Cc1nsc(NC(=O)c2ccc(-c3ccc(Cl)c(Cl)c3)o2)n1 | 8 | 0.16 | -1 | 4.7 | 0.0 | 6 | 2 | 3 | 1634 | -7 | 1 |
| O=C(CSc1ccc(-c2cccs2)nn1)N1CCCCC1 | 8 | nt | 2 | 0.9 | 0.4 | 3 | -7 | 15 | 1637 | 9 | -6 |

The main list resumes, repeating the 2 entries before the break.
SMILES	PPARg SRC-2 ag	ROMK primary	PPARg SRC3 recr	RAM inhibit	DTT redox prof	PPARg SRC-1 ag	Lmaj promast	bIAP inh	TR-FRET SRC-2 ct	S1P3 antag	Efa HMGR inh
S=C(NCc1cccs1)Nc1cccc(Cl)c1Cl	-5	nt	-6	1.1	0.3	4	10	0	1458	-7	2
C/C=C/c1ccc(OCCCCOc2ccc(OC)cc2)c(OC)c1	3	nt	3	10*	-0.2	0	35	29	1601	3	-3
Cc1cccc(NC(=O)NNC(=O)c2cc(-c3ccccc3Cl)nc3ccccc23)c1	12	nt	14	3.7	-13	7	12	-17	1558	nt	-3
Cc1nnc(SCCn2c(Br)nc3c2c(=O)[nH]c(=O)n3C)s1	-2	nt	5	-0.5	-2.9	-2	-1	0	1598	4	-2
O=C(CC1C(=O)NCCN1C/C=C/c1ccccc1)NCCc1ccncc1 (stereo not drawn)	7	0.053	3	0.6	-2.7	4	0	-6	1685	-6	-1
CC(=O)CCn1c(=O)n(CCC(C)=O)c(=O)n(CCC(C)=O)c1=O	-8	nt	-10	0.0	0.1	-14	-1	1	1420	nt	3
CCNC(=O)CCn1nc(-c2ccc(Cl)cc2)c2ccccc2c1=O	1	-0.49	1	nt	-0.2	-5	11	4	1503	nt	-3
C=C1C(C(=O)Nc2ccc(OCC)cc2)C1C(=O)Nc1ccc(OCC)cc1 (stereo not drawn)	6	0.6	1	5.8	0.6	5	5	-8	1629	-21	-7
COC(=O)c1c(N)n(-c2ccc(NC(C)=O)cc2)c2nc3ccccc3nc12	7	nt	-1	0.0	-0.6	0	-3	-4	1601	-12	0
CC12COC3(C(=O)Nc4ccc([N+](=O)[O-])cc4)CC1CCC32C (stereo not drawn)	-8	0.55	-7	2.7	0.1	-3	6	12	1384	-7	-3
O=C(NCc1ccc2c(c1)OCO2)C1CC(c2ccc(Cl)cc2)=NO1 (stereo not drawn)	-13	nt	3	1.8	1.9	-4	-2	13	1444	nt	2
Cc1ccc(C(=O)N(CC(=O)NC2CCCCC2)c2ccccc2F)s1	8	-0.32	2	0.8	-0.5	-1	-6	1	1650	7	3
Cc1ccc2[nH]c3c(c2c1)CCC3=O	-6	-0.3	-4	-1.9	-0.2	7	-2	4	1546	-3	-2
COc1cc2c(cc1NC(=O)Cc1ccc(C)cc1)oc1ccccc12	1	0.52	-2	5.0	0.0	-5	-4	-8	1714	5	3
O=C(CNC(=S)NC(=O)c1ccco1)c1ccccc1	7	nt	8	-0.3	4.2	-2	-2	9	1566	nt	2
CCC(C)(C)n1nnnc1C(c1cccnc1)N1CCN(c2cccc(C(F)(F)F)c2)CC1 (stereo not drawn)	0	nt	9	-0.5	-1.6	-2	95*	-7	1746	nt	-3
COc1ccc(C2(C)NC(=O)N(CC(=O)Nc3ccc4c(c3)OCO4)C2=O)cc1OC (stereo not drawn)	-2	nt	8	1.1	2.7	6	-6	-1	1344	nt	-5
O=C(c1ccc(S(=O)(=O)N2CCCCCC2)cc1)N(c1ccccn1)C1CCCCC1	2	-2	1	0.5	-1.8	-4	56*	19	1608	-13	2
COc1ccc(OC)c(C2C(C#N)=C(N)Oc3cc(C)[nH]c(=O)c32)c1 (stereo not drawn)	-5	2.3	-2	0.9	0.4	-2	5	4	1465	nt	0
COc1ccc2c(-c3cccnc3)cc(=O)[nH]c2c1	-7	0.06	-10	1.5	1.6	-6	-1	1	1545	8	1
COc1ccc(OCc2nnc(SCC(=O)N3CCOCC3)o2)cc1	-4	1.3	-1	1.6	0.6	-4	-6	-1	1446	-13	-1
CC(C)C(=O)O/N=C1\CCS(=O)(=O)c2sccc21	3	0.068	2	0.6	0.0	4	-7	8	1664	-19	0
O=C(c1ccccc1F)N1CCN(c2ccccc2)CC1	14	nt	2	2.8	2.9	3	-2	6	1506	-17	-7
CN(CCO)C(=O)CCC(=O)Nc1ccc(S(N)(=O)=O)cc1	1	nt	7	-0.8	1.1	11	-5	6	1477	3	-2
CC(C)CC(=O)NC(=S)Nc1ccc(S(=O)(=O)Nc2nccs2)cc1	0	1	5	0.7	0.1	6	55*	19	1592	-7	4
CCOC(=O)C1(Cc2cccc(Cl)c2)CCCN(C(=O)c2cccc(C)n2)C1 (stereo not drawn)	1	nt	3	2.2	0.0	0	-2	-4	1622	0	2
O=C(COC(=O)C1CC1)Nc1ccc2c(c1)OCO2	-1	0.38	5	0.4	-1.4	1	0	0	1436	8	-5
NC(=NCCc1ccccc1)NS(=O)(=O)c1ccccc1	12	0.62	-1	1.7	-0.7	2	-3	8	1542	11	2
CCC(=O)c1ccc(OCC(O)CN2CCOCC2)cc1 (stereo not drawn)	6	nt	-2	0.4	-0.1	7	-6	23	1579	-6	-4
CCN(CC)S(=O)(=O)c1ccc(Cl)c(NC(=O)COC(=O)c2c(C)noc2C)c1	1	nt	5	4.5	-0.1	8	21	6	1697	2	-5
CCCn1c(CCc2ccccc2)nnc1SCC(=O)N1CCOCC1	0	nt	0	1.8	3.1	1	-3	-2	1576	0	-10
Cc1ccc(S(=O)(=O)c2c(C)cc(C)nc2Cl)c(C)c1	15	nt	8	0.6	0.9	5	101*	13	1631	nt	-2

Full records as entered above.
`O=C(c1ccccc1F)N1CCN(c2ccccc2)CC1` across the screens: PPARg SRC-2 ag = 14; ROMK primary = nt; PPARg SRC3 recr = 2; RAM inhibit = 2.8; DTT redox prof = 2.9; PPARg SRC-1 ag = 3; Lmaj promast = -2; bIAP inh = 6; TR-FRET SRC-2 ct = 1506; S1P3 antag = -17; Efa HMGR inh = -7
`Cc1ccc2[nH]c3c(c2c1)CCC3=O` across the screens: PPARg SRC-2 ag = -6; ROMK primary = -0.3; PPARg SRC3 recr = -4; RAM inhibit = -1.9; DTT redox prof = -0.2; PPARg SRC-1 ag = 7; Lmaj promast = -2; bIAP inh = 4; TR-FRET SRC-2 ct = 1546; S1P3 antag = -3; Efa HMGR inh = -2
`CC(C)CC(=O)NC(=S)Nc1ccc(S(=O)(=O)Nc2nccs2)cc1` across the screens: PPARg SRC-2 ag = 0; ROMK primary = 1; PPARg SRC3 recr = 5; RAM inhibit = 0.7; DTT redox prof = 0.1; PPARg SRC-1 ag = 6; Lmaj promast = 55*; bIAP inh = 19; TR-FRET SRC-2 ct = 1592; S1P3 antag = -7; Efa HMGR inh = 4

Bioassay records deposited in PubChem BioAssay by several laboratories.
